Screens from PubChem BioAssay.
PHOSPHO1 block: PubChem AID 1565 | Phosphoethanolamine/phosphocholine phosphatase (Homo sapiens), Q8TCT1 | recombinant PHOSPHO1, absorbance phosphatase assay | inhibition, % at 13.3 µM | 290,000 compounds, 1.1% hits; in the data active = inhibition above about 60%
Target sequence (Q8TCT1 whole entry, looked up): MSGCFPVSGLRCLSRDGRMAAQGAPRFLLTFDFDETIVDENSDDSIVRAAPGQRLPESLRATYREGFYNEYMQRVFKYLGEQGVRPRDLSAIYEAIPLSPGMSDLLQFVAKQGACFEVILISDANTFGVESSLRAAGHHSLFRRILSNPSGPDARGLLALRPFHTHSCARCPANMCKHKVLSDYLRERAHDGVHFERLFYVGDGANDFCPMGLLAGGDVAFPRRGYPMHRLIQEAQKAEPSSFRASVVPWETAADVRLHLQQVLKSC
MEKK3 PB1 HTS: modulators of MEKK3-MEK5 PB1 binding, primary screen, biochemical, wildtype MEKK3, multiplex bead flow cytometry, Alexa488-MEK5. Mitogen-activated protein kinase kinase kinase 3 (Homo sapiens), Q99759. bead-based flow cytometry, Alexa488-MEK5 binding to MEKK3; actives lie on both sides; 0 = blocked by unlabeled MEK5, 100 = vehicle. binding response (% of control), % at 10 µM. 290,000 compounds, 1.4% hits. AID 1529, 2009;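 active = binding response more than 3 SD above or below the average of its plate-row segment, actives on both sides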;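 also: Alexa488 bead fluorescence after subtracting the streptavidin-only scavenger bead signal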
CHRM4 PAM: human M4 muscarinic receptor positive allosteric modulators, primary screen, CHO-K1 cells, Fluo-8 calcium fluorescence; Muscarinic acetylcholine receptor M4 (Homo sapiens), P08173; CHO-K1 hM4/Gqi5, ACh EC20; 0% = ACh EC20, 100% = maximal ACh; 360,000 compounds, 0.4% hits; activation, % at 3 µM; AID 624126, 2012;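 active = activation above its plate's cutoff, the mean activation of sample wells plus 3 SD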; also: some results filed as inactive read as strong as hits
Target sequence (P08173 whole entry, looked up): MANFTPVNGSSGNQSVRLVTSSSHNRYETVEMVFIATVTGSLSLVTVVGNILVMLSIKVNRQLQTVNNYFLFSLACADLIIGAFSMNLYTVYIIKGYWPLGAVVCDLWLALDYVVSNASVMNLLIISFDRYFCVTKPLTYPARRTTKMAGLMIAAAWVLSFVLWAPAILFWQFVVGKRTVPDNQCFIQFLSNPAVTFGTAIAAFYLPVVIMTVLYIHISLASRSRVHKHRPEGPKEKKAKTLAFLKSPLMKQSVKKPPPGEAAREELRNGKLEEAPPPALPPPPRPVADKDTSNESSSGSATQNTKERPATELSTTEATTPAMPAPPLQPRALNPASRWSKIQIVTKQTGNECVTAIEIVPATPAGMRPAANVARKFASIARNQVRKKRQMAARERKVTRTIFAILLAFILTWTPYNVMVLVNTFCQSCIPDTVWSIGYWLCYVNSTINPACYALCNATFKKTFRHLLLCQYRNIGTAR
GalR3 antag: GalR3 antagonists in HEK293 cells, primary screen, cell-based, fluorescence readout. Galanin receptor type 3 (Homo sapiens), O60755. inhibition, % at 3 µM. HEK293 GalR3-CNG cAMP membrane potential fluorescence; galR3 body fused to GalR1 C-terminus. 360,000 compounds, 0.44% hits;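 active = inhibition above the screen-wide average plus 3 SD, cut at about 13% in these data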;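 also: forskolin and galanin both at EC90 stimulate the cells; cAMP rise reported by CNG channel membrane potential dye signal; 0% = forskolin plus galanin with DMSO and 100% = forskolin alone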
Target sequence (O60755 1-299 limits assumed): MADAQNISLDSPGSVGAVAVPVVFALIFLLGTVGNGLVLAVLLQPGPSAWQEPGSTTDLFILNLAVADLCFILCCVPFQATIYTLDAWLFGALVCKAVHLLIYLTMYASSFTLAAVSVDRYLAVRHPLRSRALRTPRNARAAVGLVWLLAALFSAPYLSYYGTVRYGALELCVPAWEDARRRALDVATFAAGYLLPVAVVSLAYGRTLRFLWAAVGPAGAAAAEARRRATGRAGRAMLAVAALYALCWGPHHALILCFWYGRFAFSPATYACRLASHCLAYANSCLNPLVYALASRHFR
CRFBP-R2 block: antagonists of CRF-BP/CRF-R2 complex, primary screen, cell-based, HEK293, calcium dye fluorescence, uHTS; CRF-induced calcium fluorescence; inhibition, % at 11.8 µM; 350,000 compounds, 0.59% hits;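 active = inhibition of the ligand-induced calcium signal above about 50% at the single tested concentration, limit read from the data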
IDE cell activ: human IDE activators in live cells, primary screen, fluorescence polarization, HEK cells, FAbeta-B substrate | 340,000 compounds, 0.073% hits | AID 493087, 2011 | Insulin-degrading enzyme (Homo sapiens), P14735 | FAbeta-B cleavage; 0% vehicle, 100% cell-free pure enzyme wells | activation, % at 5.96 µM;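 active = activation above the mean of all tested compounds plus 3 SD, set per screening campaign, cut at about 17% in these data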
IDE inh: human IDE inhibitors in live cells, primary screen, fluorescence polarization, HEK cells, FAbetaB substrate. 320,000 compounds, 0.41% hits. inhibition, % at 5.59 µM. Insulin-degrading enzyme (Homo sapiens), P14735. FAbetaB cleavage;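 active = percent inhibition above the average of all tested compounds plus 3 SD, set per screening campaign, cut at about 16% in these data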;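 also: IDE supplied by intact live HEK cells; FP after avidin binding of uncleaved biotin substrate so inhibition keeps polarization high; 0% = DMSO wells and 100% = 60 µM reference IDE inhibitor Ii1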
pCIP destab: p/CIP-EGFP fusion destabilizers, primary screen, fluorescence, F442A cells; 290,000 compounds, 0.01% hits; 16 h; decrease of EGFP signal, % at 10 µM;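 active = EGFP signal decrease of at least 30% at 10 µM or well 3 SD below plate mean, unless failing retest; inactive = the rest, including hits failing retest or dose response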; also: some compounds called inactive have numbers as strong as hits; many of its hits are not listed in these tables
CRFR2-BP ag: agonists of CRF-BP/CRF-R2 complex, primary screen, cell-based, HEK293, calcium dye fluorescence, uHTS. calcium dye fluorescence (FLIPR); percent of saturating CRF peptide response. activation, % at 13.2 µM. 350,000 compounds, 0.46% hits;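 active = activation of at least 50%, plus an integration ratio under a set limit after plate pattern correction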;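 also: plate controls were neutral control wells without compound for no effect and CRF at EC100 for full effect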
An asterisk follows results filed as active; nt = not tested or not shown.

SMILES	PHOSPHO1 block	MEKK3 PB1 HTS	CHRM4 PAM	GalR3 antag	CRFBP-R2 block	IDE cell activ	IDE inh	pCIP destab	CRFR2-BP ag
COc1cccc(NC(=O)CN(C2=NC3CS(=O)(=O)CC3S2)c2cccc(C)c2)c1 (stereo unspecified)	-4	98	1	nt	4	2	-1	-2	-2.8
CCCn1nnnc1NCc1c(F)cccc1Cl	41	105	-6	-4	-3	4	-4	-4	-3.9
O=C(O)c1cccc2c1C(=O)c1cc([N+](=O)[O-])cc([N+](=O)[O-])c1-2	nt	nt	-1	-6	15	nt	nt	nt	2.0
O=C(NCC(c1ccco1)N1CCCC1)c1ccc(S(=O)(=O)Nc2ccc(F)cc2)cc1 (stereo unspecified)	nt	nt	-6	-6	-17	-3	4	nt	23
C=C(C)c1cccc(C(C)(C)NC(=O)Nc2nnc(C(C)C)s2)c1	33	85	16	-6	-27	0	-4	5	-2.2
CCCSc1nnc(Cn2c(=O)sc3ccccc32)n1C	5	104	11	-2	8	5	0	3	0.3
CCCc1ccc(C(=O)Cn2nc(C(=O)O)c3ccccc3c2=O)cc1	37	115	-4	0	-1	-4	1	-16	2.9
Cc1cc(C)n(-c2ccc(C(=O)Nc3ccc(C)c(S(=O)(=O)N(C)C)c3)cc2)n1	-4	99	-21	0	6	4	1	-5	-0.5
Cn1c(=O)cc(OCC(=O)NCc2cccs2)c2ccccc21	16	101	4	-5	-9	1	1	9	-2.4
COc1cccc(CNC(=O)COC(=O)c2nn(C)c(=O)c3ccccc23)c1	nt	nt	3	-4	12	3	0	nt	-1.1
Cc1ccc(CN2CCC(CNS(=O)(=O)c3ccc(-c4ccc(=O)[nH]n4)s3)CC2)cc1	38	101	-7	-4	10	9	-5	-9	-0.2
O=C(c1ccc(Br)s1)N1CCN(C/C=C/c2ccccc2)CC1	-24	95	-7	-1	-9	4	6	-3	-2.1
CC1=C(C(=O)OC(C)C)C(c2cccs2)C(C(=O)OC(C)C)=C(C)N1	4	116	5	-3	24	2	2	-2	-2.5
CC1c2cc3c(cc2CCN1C(=O)c1ccc(Br)cc1)OCCCO3 (stereo unspecified)	26	99	-11	-2	-20	-6	6	-4	-3.4
O=C(NC1CCCCC1)N1CCN(C(=O)c2ccco2)CC1	12	105	4	-1	3	-3	-1	-21	1.6
CCc1ccc(N2CC(C(=O)Nc3cccnc3)CC2=O)cc1 (stereo unspecified)	7	nt	-3	-4	0	1	11	-8	-0.7
CCC(C)NC(=O)c1c(C)cc(=O)oc1C (stereo unspecified)	33	102	0	-7	8	3	3	-18	-1.0
COc1ccc(-c2[nH]c(-c3ccc(C(=O)O)cc3)nc2-c2ccccc2)cc1	45	103	-2	-5	11	3	1	-15	0.7
CCOC(=O)c1c(C)n(-c2ccc(C)cc2)c2ccc(OCC(O)CNCCCO)cc12 (stereo unspecified)	-10	106	4	-7	-61	-15	17*	-8	1.4
Cc1cc(C(=O)OCC(=O)N(C)c2c(N)n(Cc3ccccc3)c(=O)[nH]c2=O)c(C)n1-c1ccccc1	nt	nt	11	-3	-13	-3	-4	nt	1.0

In a second layout: results already given.
SMILES,PHOSPHO1 block,MEKK3 PB1 HTS,CHRM4 PAM,GalR3 antag,CRFBP-R2 block,IDE cell activ,IDE inh,pCIP destab,CRFR2-BP ag
CCCc1ccc(C(=O)Cn2nc(C(=O)O)c3ccccc3c2=O)cc1,37,115,-4,0,-1,-4,1,-16,2.9
Cc1cc(C)n(-c2ccc(C(=O)Nc3ccc(C)c(S(=O)(=O)N(C)C)c3)cc2)n1,-4,99,-21,0,6,4,1,-5,-0.5
Cn1c(=O)cc(OCC(=O)NCc2cccs2)c2ccccc21,16,101,4,-5,-9,1,1,9,-2.4
COc1cccc(CNC(=O)COC(=O)c2nn(C)c(=O)c3ccccc23)c1,nt,nt,3,-4,12,3,0,nt,-1.1

The list continues.
SMILES	PHOSPHO1 block	MEKK3 PB1 HTS	CHRM4 PAM	GalR3 antag	CRFBP-R2 block	IDE cell activ	IDE inh	pCIP destab	CRFR2-BP ag
CCOC(=O)c1ccccc1NC(=O)CSc1ccc(-c2ccccn2)nn1	43	98	-4	-2	-7	-2	-2	-1	0.7
CC(=O)c1sc(Nc2cccc(C)c2)nc1C	50	78	-2	-6	-6	0	2	2	0.0
CCN(CC)CCNc1c(C)cc(CO)c(Cl)c1C	nt	nt	-3	3	49	nt	nt	nt	5.6
COc1cc(OC)cc(C(=O)N2CCC3(CC2)NCCc2[nH]cnc23)c1	-20	104	0	-7	1	3	-3	4	1.1
Cc1ccc2c3c([nH]c2c1C)-c1nonc1CC3	1	110	1	-5	-17	-2	10	-4	0.3
CC(=O)c1ccc(S(=O)(=O)N(C)C(C)CCc2ccco2)cc1 (stereo unspecified)	22	106	-13	-11	-21	-1	nt	-14	-4.8
CCOc1ccc(NC(=O)c2ccc(NCC(=O)N3CCCCCC3)cc2)cc1	32	94	-5	-6	11	1	-3	1	0.3
O=C(Nc1ccccc1)C1CCCN1/C=C/C(=O)C(F)(F)F (stereo unspecified)	48	121	0	-3	-11	10	-2	7	1.5
Cc1cccc(Oc2ccc(NC(=O)c3ccccc3C(=O)O)cc2)c1	43	99	1	-6	12	-2	8	1	35
COCCNS(=O)(=O)c1cc(OC)c(C)cc1C	27	86	-3	2	17	-1	-6	5	0.3
CCCNCc1cc(Br)ccc1OCC(=O)NCCc1ccccc1	7	111	-3	0	-42	-2	6	-5	6.5
CCCCNC(=S)N(C)/N=C/c1ccc(OCC(=O)Nc2ccc(OC)cc2)c(OC)c1	4	142*	-8	-1	-8	3	5	-11	-1.1
CCc1nc(C(N)=O)c2[nH]c(=O)n(-c3ccccc3F)c2n1	47	103	0	5	-5	0	1	0	-1.7
CC1CCCCC1NC(=O)c1ccc(S(=O)(=O)NNC(=O)c2ccncc2)cc1 (stereo unspecified)	43	98	1	-5	6	2	0	0	3.0
CN1CCC(=NNC(=O)CSc2ccc(Cl)cc2)CC1	24	103	-1	-3	1	3	-1	-4	0.1
COc1ccc(NS(=O)(=O)c2ccc(OCC(=O)N3CCCC3)cc2)cc1	10	101	1	-3	-8	5	-2	-5	0.3
CCC/C=C1/CCCOC(C(=O)NCc2ccc(S(C)(=O)=O)cc2)(C(F)(F)F)C1 (stereo unspecified)	nt	103	2	-4	-8	-3	0	nt	0.1
Cn1nnnc1SCC(=O)Nc1nc2ccccc2s1	33	103	-6	-8	-17	2	0	-5	-0.3
Cc1cnn(CCC(=O)NNC(=S)Nc2ccccc2)c1	60	105	4	-1	-2	-6	3	8	-2.3
Cc1cc(C(=O)Nc2sc(C)c(C)c2C#N)c(C)o1	35	101	3	-5	16	8	-1	6	-1.3
CCc1ccc(N2CSC3=C(C#N)C(c4cccs4)CC(=O)N3C2)cc1 (stereo unspecified)	73*	98	3	nt	-9	-11	0	-2	-1.3
O=C(c1cccc(C(=O)N2CCN(c3ncccn3)CC2)c1)N1CCN(c2ncccn2)CC1	30	nt	0	-4	7	2	0	2	-2.5
COc1cccc(C2C(C#N)=C(N)OC(C(C)(C)C)=C2C#N)c1 (stereo unspecified)	-42	101	-1	1	-25	-1	-4	-2	0.7
CC(C)(C)NC(=O)C(=O)NNC(=O)c1ccccc1Br	23	98	-6	2	9	5	0	-12	-1.2
CCOC(=O)N1CCC(N2C(=O)c3ccc(C(=O)NCc4ccc(F)cc4)cc3C2=O)CC1	2	99	3	nt	-29	0	0	-3	-2.6
Cc1ccc(CN2CC(C(=O)Nc3ccccc3N3CCCC3)CC2=O)cc1 (stereo unspecified)	nt	nt	-1	4	4	1	11	nt	0.2
O=C(COC(=O)c1cncc(Br)c1)NCC1CCCO1 (stereo unspecified)	-5	108	0	2	12	1	-3	-9	0.8
c1ccc2c3c(c(CN4CCCC4)cc2c1)COC3	47	100	-11	-8	-15	-5	-8	0	0.9
COC(=O)/C=C1\N/C(=N/c2nc(C)c3cc(OC)ccc3n2)NC1=O	3	107	-4	nt	13	4	1	-8	-0.6
CCc1cc(-c2n[nH]c(=S)n2-c2ccccc2C)cs1	86*	nt	31*	nt	-12	-22	4	-10	-0.8
CCC(C)CCCCCCCCCCC(=O)O (stereo unspecified)	nt	103	5	-6	22	1	-4	nt	3.5
COC(=O)C1=C(C)N(CC2CC2)C(=NCc2cccc(C(F)(F)F)c2)N[C@H]1c1ccccc1	nt	nt	-6	nt	-7	2	0	nt	2.7
Cc1ccc(-c2nc3ccccc3o2)cc1NC(=S)NC(=O)c1cc2ccccc2o1	-2	102	0	-3	12	2	-7	-5	0.5
COc1ccc(C2/C(=C(/O)c3ccc4c(c3)CC(C)O4)C(=O)C(=O)N2CCN2CCOCC2)cc1 (stereo unspecified)	26	95	-10	3	-21	1	0	-3	0.7
COc1cc(-c2cc(C(=O)Nc3cccc(C(C)=O)c3)c3ccccc3n2)cc(OC)c1OC	26	102	-13	-1	9	3	1	-12	0.8
Cc1cc(C)nc(NC(C)(C)C(=O)O)n1	24	100	-6	-3	30	6	3	-12	0.3
O=c1cc(CN2CCOCC2)c2cc(Cl)ccc2o1	13	102	-3	-12	-2	0	2	4	-2.7
N=C(N)SCCc1cnc[nH]1	nt	nt	5	0	-6	7	5	nt	-1.8
Cc1ccc(C(=O)N/C(=C\c2ccco2)C(=O)N2CCSCC2)cc1C	55	100	-1	-1	-14	1	1	-10	-0.9
Cc1ccc(C(c2nnnn2CC2CCCO2)N2CCN(Cc3ccccc3)CC2)cc1 (stereo unspecified)	-22	101	2	6	-12	5	4	-3	-0.8
CC(Oc1ccc(Cl)cc1)C(=O)NCC1CCCO1 (stereo unspecified)	-2	96	8	2	7	1	6	32	-0.2
CCCOc1ccc(C2C(C(=O)c3ccc(C)o3)=C(O)C(=O)N2Cc2ccco2)cc1OCC (stereo unspecified)	52	103	3	-1	5	3	2	-5	0.1
O=C(Nc1cccnc1)c1ccc2snnc2c1	-56	106	-1	-2	44	-2	4	6	2.0
COC(=O)c1cc(C#N)c(Oc2ccccc2)nc1C	nt	106	12	-1	38	-2	1	nt	-10
O=C(COC(=O)CCSc1ccc(Cl)cc1)NCc1ccc(Cl)cc1	-1	99	-1	-2	31	6	3	-3	-0.9
CC1=C(C(=O)N(C)C)CC(CC(=O)NCC2CCCCC2)C(=O)N1CCC1=CCCCC1 (stereo unspecified)	nt	nt	-4	-8	3	nt	nt	nt	-1.0
CNC(=O)C1(C)C=CCN1C(=O)c1ccccc1 (stereo unspecified)	11	111	5	-5	-11	6	5	1	-0.6
O=C(NC1CCSc2ccccc21)c1ccc(F)c(S(=O)(=O)N2CCOCC2)c1 (stereo unspecified)	15	106	6	-2	4	7	0	2	-2.6
O=C(C[C@H]1C[C@@H]2c3cc(NC(=O)c4ccc5c(c4)OCO5)ccc3O[C@@H]2[C@H](CO)O1)NCc1cc(F)ccc1F	nt	nt	-6	-6	3	nt	nt	nt	3.7
CCOC(=O)c1cnc2c(-c3cccc(Br)c3)cnn2c1C	1	99	7	-2	9	1	5	-7	-1.1
